Screens: PubChem BioAssay, National Center for Advancing Translational Sciences (NCATS)
D3 ag = activates the human D3 dopamine receptor | P35462 | D3R DiscoveRx beta-arrestin cells, luminescence, 90 min | max activation, % | hit rate 0.58% among 410,000; in the data active = max activation above about 30%; note: 0% is about no effect; mostly tested at two doses, the higher about 12 µM
Target sequence (P35462 whole entry, looked up): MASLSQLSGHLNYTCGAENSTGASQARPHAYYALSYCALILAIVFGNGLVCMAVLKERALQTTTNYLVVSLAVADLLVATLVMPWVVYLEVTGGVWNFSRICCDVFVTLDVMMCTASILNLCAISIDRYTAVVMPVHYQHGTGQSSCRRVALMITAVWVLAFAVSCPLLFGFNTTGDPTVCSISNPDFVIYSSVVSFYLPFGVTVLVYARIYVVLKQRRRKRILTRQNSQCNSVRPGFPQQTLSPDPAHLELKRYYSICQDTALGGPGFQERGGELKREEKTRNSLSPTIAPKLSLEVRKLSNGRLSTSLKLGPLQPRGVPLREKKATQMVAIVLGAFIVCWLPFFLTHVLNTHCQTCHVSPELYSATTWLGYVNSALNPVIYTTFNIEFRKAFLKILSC
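Agonist mode: compounds and dopamine controls were applied to plated cells for 90 min at 37 degrees C after an overnight attachment at 1500 cells/well. Luminescent read-out followed 30 - 60 minutes at room temperature with DiscoveRx detection reagent.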
MmCpn inh = M. maripaludis TRiC chaperonin inhibition. hit rate 0.031% among 330,000. AID 504842. Potency, µM (titrated, usually from 76.9 µM), without a hit: at the highest dose activity, negative = inhibition, usual class: inhibitors. purified Mm-Cpn ATPase, ADP Transcreener TR-FRET; note: potency is the fitted concentration of half-maximal effect; % is set by controls: 0 for no effect and ±100 for the full control effect; nearly all actives have a fitted effect of over 80% in size
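25 nM Mm-CPN + cpd, 10 min 37°C; + 10 uM ATP, 30 min 37°C; buffer 30 mM Tris pH 7.4, 100 mM KCl, 5 mM MgCl2, 1 mM DTT; Transcreener ADP HTRF detection 30 min RT.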
PTHR1 ag = PTHR1 (human) receptor agonism | HEK293 GP2 PTHR1 cells, GloSensor cAMP luminescence, 1 h | Potency, µM (highest dose often 115 µM), for inactives: top-dose activation, actives largely listed as activators | Q03431 | hit rate 0.075% among 410,000; note: potency is the fitted concentration of half-maximal effect; nearly all actives have a fitted effect of over 55% in size; some results filed as inactive show a strong effect at the top dose; inactives centre near -15; many of its hits are not listed in these tables
Target sequence (Q03431 whole entry, looked up): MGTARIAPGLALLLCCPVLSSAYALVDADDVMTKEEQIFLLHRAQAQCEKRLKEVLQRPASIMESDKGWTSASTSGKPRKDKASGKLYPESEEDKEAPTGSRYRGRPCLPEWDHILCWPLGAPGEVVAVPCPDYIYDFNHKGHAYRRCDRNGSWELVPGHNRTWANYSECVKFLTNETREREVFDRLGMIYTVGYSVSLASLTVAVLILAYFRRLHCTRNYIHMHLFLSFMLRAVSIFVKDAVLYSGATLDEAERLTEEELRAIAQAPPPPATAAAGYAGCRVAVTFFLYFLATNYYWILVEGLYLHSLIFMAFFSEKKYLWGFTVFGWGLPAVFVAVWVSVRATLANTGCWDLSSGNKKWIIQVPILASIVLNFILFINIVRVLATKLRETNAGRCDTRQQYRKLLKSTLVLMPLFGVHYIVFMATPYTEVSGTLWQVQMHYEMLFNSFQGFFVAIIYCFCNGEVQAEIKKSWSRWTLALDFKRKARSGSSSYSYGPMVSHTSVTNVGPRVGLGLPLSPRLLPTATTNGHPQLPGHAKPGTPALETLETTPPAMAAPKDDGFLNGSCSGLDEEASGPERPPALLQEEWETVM
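HEK-293-derived GP2 cells expressing PTHR1 and a GloSensor cAMP reporter, 3,000/well, plated overnight, given luciferin plus IBMX (each 0.5 mM as added) for 1 h at 37 °C, then compound for 1 h at 37 °C. Luminescence was read after 15 min at room temperature.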
Akt phos inh = Akt phosphorylation inhibition | Neuro2A IGF-stimulated pAkt S473 HTRF, 20 min; active compounds read low | activity change, % for hits at 50 µM | hit rate 0.32% among 360,000; in the data active = activity change below about -80%; inconclusive = mostly about -51% to -80%; note: % is set by controls: 0 for no effect and ±100 for the full control effect
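Single-point screen (50 µM final compound) in Neuro2A cells stimulated 20 min with 6 nM IGF at 37 deg C. After lysis, Ser473-phosphorylated Akt read by HTRF (ex 330 nm, em 615/665 nm) as the 665/615 ratio.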
CCT modulator = changes cytosolic chaperonin activity; purified chaperonin ATPase assay, HTRF ADP detection, 30 min; activity change, % (test concentration not listed), hits read low; hit rate 0.3% among 360,000; in the data active = activity change below about -30%; note: % is set by controls: 0 for no effect and ±100 for the full control effect
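First, chaperonin was dispensed at 40 nM or 20 nM final depending on batch activity. Next, compounds were pinned at 76 uM and ATP added at 10 uM. After 30 min at 37 °C, ADP detection reagents ran 30 min at ambient temperature.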
EPAC2 agonist = agonists of human EPAC2 (RAPGEF4); AID 720711; Potency, µM (top dose mostly 154 µM), for inactives: at the top dose activation, hits mostly activators; EPAC2 activation, biochemical qHTS; response scale: 100% = 6.5 mM cAMP response; hit rate 0.079% among 360,000; Q8WZA2; note: potency is the fitted concentration of half-maximal effect; nearly all actives have a fitted effect of over 50% in size
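Compounds were added across a concentration range to EPAC2 (100 nM), RAP1B-BODIPY-GDP (250 nM) and GDP (50 uM). After 5 min at room temperature, fluorescence was recorded at 5-min intervals for 30 min.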
D3 antag = D3 dopamine receptor (human) antagonism | hit rate 2.5% among 360,000 | AID 652054 | max response, negative = inhibition, % | D3R cells, DiscoveRx beta-arrestin luminescence, antagonist mode; active compounds read low; in the data active = max response below about -50%; inconclusive = no clear call, values can overlap the other calls; note: % is set by controls: 0 for no effect and ±100 for the full control effect; mostly tested at two doses, the higher about 12 µM
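Cells plated overnight at 1500 cells/well, then exposed to library compounds with dopamine controls for 90 minutes at 37 degrees C. DiscoveRx reagent added for 30–60 minutes at room temperature; luminescence read, quantitative HTS format.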
EPAC2 antagonist = blocks human EPAC2 exchange factor; Q8WZA2; EPAC2 GEF exchange of Rap1B-BODIPY-GDP, fluorescence; Potency, µM (highest dose often 114 µM), for the others: at the highest dose activity, negative = inhibition, most hits filed as inhibitors; hit rate 0.18% among 360,000; note: potency is the fitted concentration of half-maximal effect; % is set by controls: 0 for no effect and ±100 for the full control effect; nearly all actives have a fitted effect of over 45% in size; many of its hits are not listed in these tables
* hit, by the source's call; i = inactive; ? = inconclusive; . = no result given; [ ] = another dose, or the depositor's remark. Unless noted, calls come from the whole dose curve; as a rule, active = well fitted curve in the direction sought with a large enough effect; inconclusive = small, poorly fitted or top-dose-only effect, or another doubt; inactive = no such curve, though single readings can be large; an effect the other way counts as inactive or inconclusive.

no.	SMILES	D3 ag	MmCpn inh	PTHR1 ag	Akt phos inh	CCT modulator	EPAC2 agonist	D3 antag	EPAC2 antagonist
1	CN(Cc1cnn(Cc2ccccc2)c1)C(=O)c1cccc(S(=O)(=O)N2CCOCC2)c1	0	-1%	-32%[inhibitor]	i	0.6	9%	-11	-3%
2	O=C(CN1CCN(c2ccccc2)CC1)Nc1ccncc1	22	0%	-33%[inhibitor]	i	-1.9	-6%	15	2%
3	CC(=O)c1ccc(NC(=O)C(C)OC(=O)c2ccc3c(c2)nc(C)n3-c2ccccc2)cc1 (centres undefined)	-11	-1%	-5%	i	0.7	-12%	-7	1%
4	Cc1ccc(S(=O)(=O)c2nc(S(=O)(=O)c3ccc(C)cc3)c(N3CCN(CCO)CC3)s2)cc1	-18	2%	-23%	i	0.9	4%	-92*	-4%
5	O=C(NCCCN1CCOCC1)c1ccc2c(c1)N(Cc1ccccc1F)C(=O)c1ccccc1S2=O (centres undefined)	-14	0%	i	i	0.0	1%	-26	-4%
6	Cc1[nH]nc2c1C(C1CC=CCC1)C(C#N)=C(N)O2 (centres undefined)	-4	-2%	-10%	i	-0.7	10%	-7	5%
7	COc1ccccc1C1=CC(=O)C[C@H](c2ccc3c(c2)OCO3)C1	-31	-1%	-7%	i	1.2	5%	-22	?
8	COc1ccc(CC(=O)Nc2c3c(nn2C(C)(C)C)CS(=O)(=O)C3)cc1	12	2%	-10%	i	-0.3	-1%	-4	9%
9	CC(OC(=O)CN1C(=O)c2ccccc2C1=O)C(=O)N(C)c1ccccc1 (centres undefined)	1	-1%	i	i	-9.2	-3%	8	0%
10	C=CCN(CC=C)C(=S)NC(=O)/C=C/c1ccccc1	-10	-2%	i	i	-1.9	3%	0	4%
11	Cc1ccc(C(=O)Nc2cc(C)c(OCC(=O)N3CCOCC3)c(C)c2)cc1	-1	-2%	i	i	-2.5	9%	-8	0%
12	COCC(=O)Nc1cc(OC)ccc1OC	-7	1%	i	i	-2.9	12%	-10	-2%
13	NC(=O)c1ccc(-c2noc(-c3cccc(Cl)c3)n2)cc1	.	-2%	i	.	.	2%	.	5%
14	CC1CCN(C(=S)NC2CCCCC2)CC1	3	-1%	i	i	1.1	3%	-9	-3%
15	COc1ccc(CN(C)CC(=O)N2CCc3ccccc3C2)cc1	-9	3%	i	i	-3.0	4%	-3	-22%
16	CCOc1ccc(-n2nnnc2-c2nc3ccccc3s2)cc1	-7	2%	i	i	-2.0	10%	0	-2%
17	Cn1cc(CN2CCCCC2CO)c(-c2ccc(Oc3ccccc3)cc2)n1 (centres undefined)	4	2%	-53%[inhibitor]	i	0.2	-1%	-7	-6%
18	COc1ccccc1-c1cc2nc(C)cc(C)n2n1	-7	-1%	i	i	0.7	7%	3	2%
19	Cc1ccc(S(=O)(=O)N(CC(O)CN2C(=O)NC(C)(C)C2=O)c2ccccc2)cc1 (centres undefined)	9	1%	i	i	-0.2	2%	4	10%
20	CC(=O)N1CC(C)Oc2ccc(S(=O)(=O)NC(CC(=O)O)c3ccccc3)cc21 (centres undefined)	1	2%	i	i	-2.0	4%	3	-2%
21	COc1cccc(CNS(=O)(=O)c2c(C(=O)N3CCCC3)c(C)n(C)c2C)c1	0	0%	i	i	-0.5	8%	-3	-4%
22	CCOC(=O)CSc1nnc(-c2cccnc2)o1	1	0%	i	i	1.2	10%	-15	-1%
23	COc1ccc(N=Cc2c(O)cc(C)oc2=O)cc1	3	-4%	-14%	i	-0.5	0%	15	8%
24	CC(C)(C)NC(=O)c1cccc2c1-c1ccccc1C2=O	1	-1%	i	i	0.9	-2%	-1	-5%
25	Cc1cc(C)cc(C(O)c2ncc(-c3ccc(C(F)(F)F)cc3)[nH]2)c1 (centres undefined)	-13	.	-25%	i	-1.5	10%	0	-19%
26	N#Cc1ccc(C(=O)NC(=S)NC2CCCCC2)cc1	-4	-3%	-88%[inhibitor]	i	1.3	15%	-55*	4%
27	O=C(NCc1ccccc1)NC1CC2CCC(C1)N2Cc1ccco1 (centres undefined)	-4	0%	-2%[57.5 µM]	i	0.8	1%	-12	7%
28	COc1ccc(-c2nc(-c3cccnc3)no2)cc1	2	?	-34%[inhibitor]	i	-1.1	12%	-6	8%
29	CCC/C(=N\NC(=O)C1CC1)c1ccc(Br)cc1	-3	1%	-40%[inhibitor]	i	2.0	-1%	6	-29%
30	CCN(c1ccccc1)S(=O)(=O)c1ccc(NN)nc1	-4	-1%	-28%	i	-2.4	6%	-4	1%
31	CCN(CC)CCn1c2c(c(SCC(=O)Nc3cc(OC)cc(OC)c3)nc1=O)CCC2	1	-1%	i	i	1.1	-5%	6	-20%
32	CCN(Cc1ccccc1)c1ccc(/C=N/NS(=O)(=O)c2ccc(C)c([N+](=O)[O-])c2)cc1	-6	1%	-35%[inhibitor]	i	0.0	16%	?	-8%
33	Cc1cc(N(C)/N=C/c2ccccc2O)nc(-c2ccccc2O)n1	-1	0%	-12%	i	-4.2	8%	-11	4%
34	O=C(Nc1nc(-c2ccccn2)cs1)c1ccco1	-3	1%	-9%	i	0.5	8%	-6	0%
35	O=C(Nc1ccc2c(c1)OCCO2)C1CCCN(S(=O)(=O)c2cccc3nsnc23)C1 (centres undefined)	1	2%	i	i	-2.2	9%	-4	-2%
36	COc1ccc(C/C(C)=N/NC(=O)c2cc(C)oc2C)cc1	-2	1%	i	i	-3.0	7%	-20	-2%
37	CCC(C(=O)OCC(=O)Nc1c(Cl)cc(Cl)cc1Cl)c1ccccc1 (centres undefined)	3	0%	-8%	i	-1.2	17%	-3	-18%
38	COc1ccc(S(=O)(=O)N2CCc3ccccc32)cc1C(=O)NC1(C)CCS(=O)(=O)C1 (centres undefined)	1	0%	-23%	i	-1.8	6%	-17	2%
39	CN(CCc1cnn(C)c1)Cc1cn[nH]c1-c1ccc(-c2ccccc2)cc1	-14	2%	i	i	0.4	7%	-4	4%
40	CSc1cccc(NC(=S)Nc2ccc(F)cc2)c1	2	1%	-12%	i	-0.8	11%	-12	-10%
41	O=C(O)Cn1c(Cc2ccccc2)nc2ccccc21	3	2%	-16%	i	-6.3	5%	-8	5%
42	O=C(COC(=O)c1ccc2c(c1Cl)C(=O)c1ccccc1C2=O)NC1CC1	17	-3%	-61%	i	-2.2	0%	2	2%
43	COc1ccc(C(=O)N2CCC(n3c(C)nc4cc(F)ccc43)CC2)cc1OC	-6	-1%	-6%	i	-2.7	6%	-11	-5%
44	Cc1ccc(C2(c3ccccc3)NC(=O)N(CC(=O)NCc3ccco3)C2=O)cc1C (centres undefined)	-1	1%	-8%	i	1.6	21%	-14	-10%
45	CCC(C(=O)NC1CCN(C)CC1)c1ccccc1 (centres undefined)	3	0%	i	i	-1.0	0%	1	3%
46	COC(=O)/C=C/c1cccc([C@H]2[C@@H]3C=CC[C@@H](C)[C@@H]3C(=O)N2Cc2ccccc2)c1	-12	-3%	-28%	i	1.5	0%	0	-14%
47	O=C(CN1CCN(Cc2ccc3c(c2)OCO3)CC1)N1CCc2[nH]c3ccc(F)cc3c2C1	-7	2%	i	i	1.2	2%	?	-4%
48	CCOC(=O)N1CCN(S(=O)(=O)c2c(C(=O)N3CCCCC3)c(C)n(C)c2C)CC1	10	1%	12%	i	0.4	3%	1	0%
49	CCOc1ccc(C2=CS/C(=C(\C#N)c3nnc4n3CCCCC4)N2CC)cc1	11	-1%	0%[57.5 µM]	i	0.7	7%	15	7%
50	CCN1CCN(CCCNC(=O)c2ccc(NC(=O)C3=CSCCO3)cc2)CC1	0	0%	-17%	i	-1.4	15%	-8	6%
51	Cc1nc2ccccn2c1C(=O)CSc1ccc(Cl)cc1Cl	2	1%	-16%[57.5 µM]	i	-4.0	-2%	10	2%

Record cards, from the list above.
Entry for `COC(=O)/C=C/c1cccc([C@H]2[C@@H]3C=CC[C@@H](C)[C@@H]3C(=O)N2Cc2ccccc2)c1` = D3 ag = -12; MmCpn inh = -3%; PTHR1 ag = -28%; Akt phos inh = i; CCT modulator = 1.5; EPAC2 agonist = 0%; D3 antag = 0; EPAC2 antagonist = -14%
Entry for `CCN1CCN(CCCNC(=O)c2ccc(NC(=O)C3=CSCCO3)cc2)CC1` = D3 ag = 0; MmCpn inh = 0%; PTHR1 ag = -17%; Akt phos inh = i; CCT modulator = -1.4; EPAC2 agonist = 15%; D3 antag = -8; EPAC2 antagonist = 6%
Entry for `CCOc1ccc(C2=CS/C(=C(\C#N)c3nnc4n3CCCCC4)N2CC)cc1` = D3 ag = 11; MmCpn inh = -1%; PTHR1 ag = 0%[57.5 µM]; Akt phos inh = i; CCT modulator = 0.7; EPAC2 agonist = 7%; D3 antag = 15; EPAC2 antagonist = 7%

In another format: entries from further up.
[28] COc1ccc(-c2nc(-c3cccnc3)no2)cc1
[29] CCC/C(=N\NC(=O)C1CC1)c1ccc(Br)cc1
assay / entry	28	29
D3 ag	2	-3
MmCpn inh	?	1%
PTHR1 ag	-34%[inhibitor]	-40%[inhibitor]
Akt phos inh	i	i
CCT modulator	-1.1	2.0
EPAC2 agonist	12%	-1%
D3 antag	-6	6
EPAC2 antagonist	8%	-29%

A portion of the library; the hit share may differ from the screen's.
